# Screening results from PubChem.
# GPR35 antagonists: inhibition of zaprinast-stimulated GPR35 beta-arrestin translocation – imaging, U2OS, beta-arrestin-GFP, zaprinast agonist, primary screen (AID 2058); U2OS GPR35 beta-arrestin-GFP translocation imaging, zaprinast antagonism; higher % means a stronger effect; 0.052% of 290,000 active; inhibition, % at 10 µM; hits with a dose series show IC50 in µM;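 active = inhibition of at least 50% with at least 30 cells and total cytoplasm GFP at most 10,000,000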
# T cell HTS: T cell immune modulation candidate | 2C CD8+ T cell-vesicle binding, flow cytometry; stronger effect = lower value | 0.068% of 330,000 active | AID 2052 | calls only at 7 µM;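 active = response, share of CD8 T cells binding vesicles, and their 90th percentile fluorescence all below set limits, cut at about 80% in these data, passing the limit was not always enough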
#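 Material: 2C TCR transgenic mouse naive CD8+ T cells, MACS-purified. Also added: QL9-charged Drosophila Ld/ICAM-1/B7-1 vesicles. Timing: binding 1.5 h at 37 °C. Measured by: high-throughput flow cytometry with anti-B7-1 and anti-CD8 staining. Read-out: percent CD8+ FL2 mean versus row control. Controls: Unloaded micro-vesicles (low), QL9 vesicles with 0.7% DMSO (high).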
# NTR1 ag: agonists of NTR1, primary screen, imaging, U2OS cells, beta-arrestin-GFP, high content (AID 493036); P30989; NTR1-U2OS beta-arrestin-GFP spot imaging, agonist mode; activation, % at 20 µM; 0.17% of 330,000 active;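 active = activation at or above 40% of the spot to cytoplasm intensity ratio, with at least 20 cells analyzed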;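 also: 0% = DMSO without peptide and 100% = 100 nM NTR1 peptide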
# Target sequence (P30989 whole entry, looked up): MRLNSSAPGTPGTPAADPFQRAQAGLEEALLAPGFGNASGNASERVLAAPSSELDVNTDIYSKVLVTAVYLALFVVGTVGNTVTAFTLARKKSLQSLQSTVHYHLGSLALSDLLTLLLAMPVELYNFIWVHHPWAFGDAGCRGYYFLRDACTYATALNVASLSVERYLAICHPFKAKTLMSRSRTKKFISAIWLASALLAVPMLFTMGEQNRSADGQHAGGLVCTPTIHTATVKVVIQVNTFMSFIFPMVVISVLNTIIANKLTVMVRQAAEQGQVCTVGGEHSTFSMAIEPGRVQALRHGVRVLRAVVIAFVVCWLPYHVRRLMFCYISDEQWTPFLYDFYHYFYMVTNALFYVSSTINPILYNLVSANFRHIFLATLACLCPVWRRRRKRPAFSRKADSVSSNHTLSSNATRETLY
# GPR55 beta-arrestin: GPR55 agonists via beta-arrestin recruitment, primary screen, imaging, U2OS cells, beta-arrestin-GFP redistribution (AID 1961); U2OS GPR55 beta-arrestin-GFP redistribution imaging; higher % means a stronger effect; activation, % at 10 µM; hits with a dose series show EC50 in µM; 0.048% of 290,000 active;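 active = activation above 40% with more than 50 cells counted in the well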;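 also: U2OS osteosarcoma cells stably expressing GPR55 and beta-arrestin-GFP; plate controls were DMSO negative control for no effect and LPI positive control for full effect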
# KOR beta-arrestin-1: KOR antagonists, beta-arrestin recruitment, cell-based, luminescence, uHTS (AID 1778) | KOR beta-arrestin recruitment, luminescence, antagonist mode; higher % means a stronger effect | inhibition, % at 10 µM; hits with a dose series show IC50 in µM | 0.091% of 290,000 active; in the data active = inhibition above about 50%; also: strong numbers were not always called active
# West Nile virus CPE: West Nile virus antiviral activity, cell-based, CPE readout (AID 1621). West Nile virus-infected cells, CPE inhibition; higher % means a stronger effect. CPE inhibition, % at 10 µM; hits with a dose series show IC50 in µM. 0.02% of 290,000 active; in the data active = a potency from the dose series; also: strong numbers were not always called active
# GPR55 antagonists: inhibition of LPI-stimulated GPR55 beta-arrestin translocation – imaging, U2OS, beta-arrestin-GFP, LPI agonist, primary screen (AID 2013). U2OS GPR55 beta-arrestin-GFP translocation imaging, LPI antagonism; higher % means a stronger effect. inhibition, % at 10 µM; hits with a dose series show IC50 in µM. 0.13% of 290,000 active;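 active = spots per cell inhibited over 60%, with over 100 cells counted and total cytoplasm intensity under 500,000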;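 also: U2OS cells stably carrying GPR55 and arrestin-GFP stimulated by 5 µM LPI near EC80; imaged beta-arrestin-GFP aggregate spots per cell after agonist stimulation; plate controls were LPI-stimulated DMSO wells for no effect and DMSO wells without LPI for full effect; some results filed as inactive read as strong as hits; confirmed hits need IC50 under 10 µM and bright autofluorescent wells are also inconclusive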
# KOR beta-arrestin-2: kappa opioid receptor activators – cell-based, luminescence, uHTS, primary screen (AID 1777); one-dose activation, % at 10 µM; EC50 in µM for titrated hits; KOR beta-arrestin recruitment, luminescence; higher % means a stronger effect; 0.02% of 280,000 active; in the data active = activation above about 50%, passing the limit was not always enough; also: a part of the inactive calls stands beside numbers as strong as those of hits
# PhoP inhibition: PhoP-dependent GFP reporter repression – Salmonella Typhimurium, primary screen (AID 1863); S. Typhimurium PhoP-regulated promoter GFP reporter, 4 h; higher % means a stronger effect; inhibition, % at 50 µM, or IC50 in µM where a hit was titrated; 0.16% of 300,000 active;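 active = inhibition over 29.93%, a cutoff 3 SD above the screen mean, later confirmed by dose response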;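 also: 0% = low Mg2+ inducing control and 100% = high Mg2+ repressing control; strong numbers were not always called active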
# T cell HTS vesicle-bound %: second read-out of T cell HTS, no call of its own (marks repeat the call); double positive events, %; measured here: CD8+ vesicle-bound cell fraction;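 binding gate set so that unloaded-vesicle control wells show 10% double positive cells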
# NTR1 ag cell count 20 µM: second read-out of NTR1 ag, no call of its own (marks repeat the call); cell count; measured here: cell count, cytotoxicity flag
# * = called active by the depositor; i = inactive; . = no result given; [ ] = another dose, or the depositor's remark.
no.	mol	GPR35 antagonists	T cell HTS	T cell HTS vesicle-bound %	NTR1 ag	NTR1 ag cell count 20 µM	GPR55 beta-arrestin	KOR beta-arrestin-1	West Nile virus CPE	GPR55 antagonists	KOR beta-arrestin-2	PhoP inhibition
1	COC(=O)c1ccc(-c2noc(CN(Cc3ccccn3)CC3CCCO3)n2)cc1 (stereo unspecified)	-7%	i	37	0.5	83	-0.2%	-11%	-0.6%	0%	0.4%	1%
2	COCCn1c(SCC(=O)N2CCCC2)nnc1-c1ccoc1C	-5%	i	60	-2.3	65	-0.1%	-4%	0.4%	1%	1.5%	15%
3	CN(Cc1ccccc1)c1nc2c(c(=O)[nH]c(=O)n2C)n1Cc1ccccc1F	-11%	i	55	0.8	50	-0.1%	-20%	-0.5%	8%	1.6%	-6%
4	CC(C)C(=O)Nc1ccccc1Cc1ccccc1	-11%	i	52	-1.6	49	0.1%	8%	-0.4%	10%	-1.0%	-5%
5	Cc1cccc(-c2ccc(C=Nc3c(C)n(C)n(-c4ccccc4)c3=O)o2)c1	-17%	i	58	2.2	34	-0.2%	-31%	-0.3%	-11%	-4.7%	6%
6	CCN(CC)C(=O)c1c(C)[nH]c(=S)c(C#N)c1-c1ccco1	-4%	i	64	-1.2	66	-0.4%	2%	0.5%	20%	-2.6%	-4%
7	CCOC(=O)CN1NC2(CCCCCC2)NC1=S	-2%	i	15	0.9	45	0.3%	11%	0.3%	6%	6.4%	-7%
8	O=C(O)CN1C(=O)c2ccc(Oc3ccc4c(c3)C(=O)N(CC(=O)O)C4=O)cc2C1=O	-12%	i	50	3.6	49	-0.1%	-9%	0.3%	2%	2.0%	-5%
9	CC(NC(=O)c1ccc(CS(=O)(=O)c2ccc(Cl)cc2)o1)c1ccc2c(c1)OCCO2 (stereo unspecified)	-1%	i	37	-0.4	56	-0.1%	1%	-0.2%	-1%	-4.6%	-2%
10	NC(=O)c1cc[n+](Cc2ccccc2Cl)cc1	-7%	i	46	-0.4	78	0.5%	-11%[20 µM]	-0.1%	-1%	-4.3%	0%
11	Cc1ccccc1NC(=O)c1cn(-c2ccccc2)nc1-c1ccccc1	-8%	i	58	3.0	66	-0.4%	5%	-1.1%	-2%	1.7%	-6%
12	COc1cc(S(=O)(=O)N2CCN(C(=O)c3ccco3)CC2)ccc1Cl	2%	i	10	0.2	64	-0.2%	5%[20 µM]	-1.1%	-13%	-5.8%	-9%
13	Cc1cc(-c2ccccc2N)n[nH]1	2%	i	40	-1.6	43	-0.1%	-10%	0.1%	16%	-0.9%	-6%
14	COC(=O)c1cnc(SCc2ccc(Cl)cc2)n1C	14%	i	41	-0.2	47	-0.4%	10%	-0.1%	16%	-4.2%	3%
15	O=C(CCN1C(=O)c2ccccc2C1=O)Nc1cccnc1	-10%	i	36	-0.1	71	-0.3%	-1%	0.1%	-9%	-1.8%	-4%
16	COc1ccc(Nc2nc(NN)nc(Nc3ccc(OC)cc3)n2)cc1	-2%	i	48	0.7	61	-0.1%	6%[20 µM]	2.4%	-40%	-7.7%	4%
17	CCCNS(=O)(=O)c1ccc(OCC(=O)N2CCC(C(=O)OCC)CC2)cc1	-12%	i	21	1.3	84	0.0%	22%	1.1%	13%	-1.3%	-12%
18	Cc1cccc(N(C(=O)C(F)(F)F)C(C(=O)NC2CCCCC2)c2cccs2)c1 (stereo unspecified)	14%	i	16	0.2	34	0.2%	12%	-0.8%	14%	-0.9%	16%
19	Cc1ccc(SCc2cc(=O)[nH]c(N3CCOCC3)n2)cc1	-8%	i	5	0.2	88	-0.2%	-13%	-0.5%	2%	1.3%	-2%
20	Cc1c(Cl)cccc1NC(=S)N(Cc1cccs1)C1CCCC1	2%	i	39	4.1	57	-0.4%	-35%	-0.3%	0%	2.0%	2%
21	CCc1ccc(C(=O)NCc2cccs2)s1	-2%	i	6	-1.3	67	-0.1%	32%	0.5%	-9%	-2.2%	0%
22	CCC(=O)Nc1ccc(/C=C(\C(C)=O)C(=O)c2ccccc2)cc1	6%	i	31	3.3	65	0.7%	17%	-1.1%	7%	3.4%	-8%
23	CCNC(=O)COC(=O)/C=C/c1cccc([N+](=O)[O-])c1	-4%	i	56	0.0	37	-0.5%	-35%	-0.3%	5%	5.2%	0%
24	C=CCN1CC(C)/C(=N\O)CC1C (stereo unspecified)	-14%	i	33	-0.8	41	-0.3%	-6%	0.1%	-3%	2.6%	-8%
25	CCOC(=O)c1sc(=S)n(-c2ccc(C)cc2)c1N	19%	i	64	1.0	66	0.9%	5%	-0.2%	7%	1.3%	-1%
26	CC(C)c1ccc(CNCCCSc2ncccn2)cc1	-8%	i	14	1.3	40	-0.2%	-2%	-0.7%	8%	10%	-1%
27	COC(=O)c1cccc(NS(C)(=O)=O)c1	-6%	i	22	0.7	56	-0.2%	3%	0.0%	2%	.	-4%
28	Cc1nn(C(C)C)c(C)c1CN1CCCC(C(=O)c2cccc(OC(C)C)c2)C1 (stereo unspecified)	-8%	i	49	3.9	82	-0.1%	-28%[20 µM]	-2.1%	11%	.	9%
29	CCC(C(=O)NCCCN1CCN(CCCNC(=O)C(CC)c2ccccc2)CC1)c1ccccc1 (stereo unspecified)	-4%	i	51	-0.2	60	-0.3%	-60%[20 µM]	-0.3%	-2%	2.4%	5%
30	CCOC(=O)CNC(=O)CSc1nc(N)cc(N)n1	-5%	i	50	-1.1	77	-0.4%	33%	1.0%	11%	-4.7%	16%
31	COc1ccc(-c2[nH]ncc2-c2cscn2)c(O)c1	-10%	i	64	0.4	22	-0.4%	16%	0.5%	2%	-0.3%	2%
32	COc1ccc(Cl)cc1S(=O)(=O)NC(C)C(=O)NCc1ccc2c(c1)OCO2 (stereo unspecified)	5%	i	27	0.5	53	0.2%	-50%	-0.2%	-1%	2.9%	-1%
33	COc1ccc(-c2nnc3n2N=C(c2ccccc2)CS3)cc1OC	-19%	.	.	.	.	0.3%	0%	.	7%	-5.7%	.
34	COc1ccc(CC(=S)N2CCOCC2)cc1	-8%	i	59	0.1	78	-0.3%	15%	0.3%	1%	-0.7%	3%
35	O=c1[nH]c(NCc2ccccc2)nc2c1CCCC2	9%	i	29	2.7	68	-0.1%	16%	-0.7%	-6%	-6.2%	16%
36	COc1ccc(S(=O)(=O)Nc2ccccc2C(=O)N2CCOCC2)cc1OC	-6%	i	27	-1.9	48	0.0%	30%	-0.1%	2%	-2.7%	-2%
37	C[C@H](C(O)c1ccccc1)N(C)C(=O)CN (stereo partly specified)	-15%	i	33	0.4	82	-0.1%	-29%[20 µM]	-0.6%	13%	-5.0%	9%
38	Cc1cc(=O)n2[nH]nnc2n1	2%	i	10	1.2	55	0.2%	11%	-0.3%	13%	-2.4%	-7%
39	O=[N+]([O-])c1cc(Cl)ccc1N1CCN(c2ccccc2O)CC1	2%	i	41	7.8	40	0.1%	13%	-1.5%	9%	-0.8%	1%
40	N#CC1=C(SCC(=O)c2ccc(Cl)cc2)NC2=C(C(=O)CCC2)C1c1ccco1 (stereo unspecified)	-6%	i	57	5.0	56	-0.1%	-76%	1.6%	-8%	4.6%	-8%
41	CC(C)[C@@H](C(=O)NC1CC1)N1C(=O)N2CCc3c([nH]c4ccccc34)[C@@]2(C)C1=O	-9%	i	45	-2.5	104	0.3%	2%[20 µM]	-1.2%	6%	-2.4%	.
42	Cc1cccc(NC(=O)CSc2nc3ccc(N4C(=O)c5ccccc5C4=O)cc3s2)c1C	19%	i	10	1.2	71	-0.1%	-13%	0.0%	-1%	-0.1%	-6%
43	Cc1cccc(-n2ccc(=O)c(C(=O)Nc3ccc(S(=O)(=O)Nc4nccc(C)n4)cc3)n2)c1	9%	i	11	0.5	55	0.0%	-38%	-0.2%	10%	7.7%	2%
44	N#CCCN(C(=O)CSc1nc2nc(-c3cccs3)cc(C(F)(F)F)c2c(=O)[nH]1)c1ccccc1	19%	i	34	6.4	49	-0.2%	-16%	0.7%	3%	3.7%	-6%
45	CCN(CC)CC#CC(C)OCOCC#CCOC (stereo unspecified)	-4%	i	5	-0.5	61	-0.1%	-24%	-0.6%	0%	-0.6%	-7%
46	Cc1ccccc1Nc1nc(Nc2ccccc2C)nc(SC2=NCCS2)n1	-8%	i	65	1.2	49	-0.1%	4%	-1.2%	4%	0.6%	0%
47	COc1cccc(C2C(C#N)=C(N)OC(C(C)(C)C)=C2C#N)c1 (stereo unspecified)	11%	i	26	1.4	32	-0.2%	-2%	0.2%	-2%	4.9%	-10%
48	CCOC(=O)/C=C/C(=O)Nc1ccc(Oc2ccccc2)cc1	3%	i	47	1.7	52	0.0%	2%[20 µM]	-0.4%	-4%	-3.8%	-12%
49	O=C(CN1C(=O)c2ccccc2S1(=O)=O)NCc1ccc(F)cc1	13%	i	4	0.7	61	0.0%	-10%	1.0%	5%	-3.0%	-7%
50	c1cnc2ncc3sccc3c2c1	5%	i	58	3.7	84	0.5%	-27%	0.2%	-4%	3.5%	-6%
51	Clc1ccc(COc2ccccc2CNCc2cccnc2)cc1	0%	i	47	0.6	43	0.0%	8%	-1.4%	3%	0.5%	19%
52	Cc1ccc(-c2c(C(=O)N3CCOCC3)oc(=O)c3ccccc23)cc1	2%	i	64	5.8	46	-0.2%	3%	-0.4%	2%	-3.2%	4%
53	COCC1CCCCN1Cc1cn[nH]c1-c1ccc(OC)cc1OC (stereo unspecified)	12%	i	14	1.7	55	-0.1%	-12%[20 µM]	-0.4%	3%	0.3%	.
54	CCOc1ccccc1NC(=O)C1CCN(C(=O)C2CC(=O)N(c3ccc(C)cc3)C2)CC1 (stereo unspecified)	11%	i	9	-2.2	55	-0.2%	-10%	-0.9%	12%	1.4%	-5%
55	Cn1c(=O)n(-c2cccc(Cl)c2)c(=O)n1C	-7%	i	11	-0.4	53	0.3%	26%	0.5%	2%	-3.3%	8%
56	O=S(=O)(NCc1ccc(Cl)cc1Cl)c1cccs1	12%	i	53	2.4	72	1.1%	-4%[20 µM]	-1.3%	5%	-4.8%	3%
